# Apoferritin bind: binds horse apoferritin like a general anesthetic | apoferritin/1-aminoanthracene competitive binding, fluorescence | 350,000 compounds, 0.074% hits | Potency, µM (series often up to 77.5 µM), for the others: at the top dose activity change, negative = displacement, actives largely listed as inhibitors; note: potency is the fitted concentration of half-maximal effect; % is set by controls: 0 for no effect and ±100 for the full control effect; nearly all actives have a fitted effect of over 20% in size
# Target sequence (P02791 2-175 limits assumed): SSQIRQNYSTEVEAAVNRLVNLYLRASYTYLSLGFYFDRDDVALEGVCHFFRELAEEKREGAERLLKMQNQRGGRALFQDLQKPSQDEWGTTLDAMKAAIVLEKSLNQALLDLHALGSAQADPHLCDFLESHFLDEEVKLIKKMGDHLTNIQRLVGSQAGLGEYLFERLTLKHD
#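 Concentration-response curves derived by four-parameter Hill fitting of normalized fluorescence, where compounds displaced 1-AMA from 10 uM horse apoferritin following a brief 10 min room-temperature incubation; propofol titration acted as positive control.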
# Pol kappa inh: inhibitors of human DNA polymerase kappa | purified Pol kappa, fluorescent DNA synthesis assay, 10 min | Potency, µM (top dose mostly 107 µM), inactives show at the top dose activity, negative = inhibition, hits mostly inhibitors | 400,000 compounds, 0.53% hits | AID 588579; note: potency is the fitted concentration of half-maximal effect; % is set by controls: 0 for no effect and ±100 for the full control effect
#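 Pol kappa 10 nM + cpd, 15 min RT; start w/ substrate 50 nM final; fluorescence kinetic read, 0 and 10 min. Neg ctrl: buffer, no enzyme.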
# RXFP1 antag: antagonists of human relaxin receptor RXFP1; 350,000 compounds, 0.59% hits; activity change, negative = inhibition, % at 57.5 µM; HEK293-RXFP1, relaxin-stimulated cAMP HTRF, 30 min; stronger effect = lower value;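 active = activity change of -60% or lower, but not beyond a set lower limit; inconclusive = change between -60% and -40%, or beyond the set limit; inactive = change above -40%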; note: % is set by controls: 0 for no effect and ±100 for the full control effect
# PGK inhibitor: inhibitors of T. brucei phosphoglycerate kinase; PGK/GAPDH coupled, Kinase-Glo luminescence, 60 min; Potency, µM (titrated, usually from 57.5 µM), for inactives: at the top dose activity change, negative = inhibition, actives largely listed as inhibitors; 380,000 compounds, 0.043% hits; note: potency is the fitted concentration of half-maximal effect; % is set by controls: 0 for no effect and ±100 for the full control effect; nearly all actives have a fitted effect of over 60% in size
# Target sequence (P07378 whole entry, looked up): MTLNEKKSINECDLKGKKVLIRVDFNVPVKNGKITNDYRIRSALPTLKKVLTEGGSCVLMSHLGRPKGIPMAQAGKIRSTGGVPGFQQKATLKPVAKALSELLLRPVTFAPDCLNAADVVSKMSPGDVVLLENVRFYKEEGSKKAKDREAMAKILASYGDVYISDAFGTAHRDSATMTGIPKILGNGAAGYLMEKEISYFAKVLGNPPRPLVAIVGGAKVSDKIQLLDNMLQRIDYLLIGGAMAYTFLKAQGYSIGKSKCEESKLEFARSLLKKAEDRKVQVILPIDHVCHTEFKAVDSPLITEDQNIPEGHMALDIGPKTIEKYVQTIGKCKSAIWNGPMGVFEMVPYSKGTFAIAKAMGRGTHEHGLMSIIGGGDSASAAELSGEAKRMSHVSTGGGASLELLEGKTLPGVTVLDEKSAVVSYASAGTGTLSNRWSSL
#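 Recombinant glycosomal PGK reaction used 1,3-bisphosphoglycerate generated in-well by GAPDH (100nM final) in 100mM TEA pH 7.6, 5mM MgCl2, 0.01% Tween-20. After 60 minutes at room temperature, ATP was read by Kinase-Glo Plus luminescence end-point.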
# APE1 inh: blocks human APE1 abasic DNA cleavage; P27695; Potency, µM (top dose mostly 65.8 µM), inactives show at the highest dose activity change, negative = inhibition, usual class: inhibitors; recombinant APE1, TAMRA/BHQ-2 abasic DNA cleavage fluorescence; AID 2517; 350,000 compounds, 0.35% hits;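 note: potency is the fitted concentration of half-maximal effect; plate controls were vehicle for no effect and reference inhibitor for full effect; nearly all actives have a fitted effect of over 55% in size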
# Target sequence (P27695 whole entry, looked up): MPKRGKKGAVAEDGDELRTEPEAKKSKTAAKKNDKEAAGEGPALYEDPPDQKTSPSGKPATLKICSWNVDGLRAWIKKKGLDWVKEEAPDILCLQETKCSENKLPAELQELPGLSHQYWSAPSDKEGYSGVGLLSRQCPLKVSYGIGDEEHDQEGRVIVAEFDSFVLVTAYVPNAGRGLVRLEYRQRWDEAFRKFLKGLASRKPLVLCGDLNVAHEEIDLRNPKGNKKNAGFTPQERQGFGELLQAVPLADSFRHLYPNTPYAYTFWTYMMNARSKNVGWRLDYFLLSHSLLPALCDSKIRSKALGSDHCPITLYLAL
#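 Kinetic fluorescence read (525 ex/598 em nm, three reads 60 s apart) of AP-site incision; signal = third minus first read. Enzyme 0.75 nM, dual-labelled THF duplex 50 nM, compound preincubation 15 min RT.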
# Pol iota inh: blocks human DNA polymerase iota activity; AID 588590; 390,000 compounds, 1% hits; Pol iota fluorescent replication assay, 10 min; Potency, µM (titrated, usually from 115 µM), for inactives: at the top dose activity, negative = inhibition, most hits filed as inhibitors; note: potency is the fitted concentration of half-maximal effect
#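 Fluorescent replication assay read twice, at 0 min and 10 min after adding 50 nM (final) substrate. Enzyme (10 nM) and compounds were first incubated 15 min at room temperature; enzyme-free buffer wells were negative controls.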
# BLM helicase inh: blocks DNA unwinding by human BLM helicase; 350,000 compounds, 0.2% hits; P54132; Potency, µM (highest dose often 56.1 µM), inactives show at the top dose activity change, negative = inhibition, hits mostly inhibitors; AID 2528; recombinant BLM DNA unwinding, fluorescence dequenching;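 note: potency is the fitted concentration of half-maximal effect; plate controls were vehicle for no effect and no enzyme for full effect; nearly all actives have a fitted effect of over 35% in size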
# POLB inh: inhibitors of human DNA polymerase beta; 340,000 compounds, 1.3% hits; Potency, µM (doses to about 114 µM), for the others: top-dose activity change, negative = inhibition, most hits filed as inhibitors; Pol beta primer extension/strand displacement, fluorescence kinetic; P06746; note: potency is the fitted concentration of half-maximal effect; % is set by controls: 0 for no effect and ±100 for the full control effect
#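 Pol beta (10 nM) was preincubated with compound for 15 min at room temperature. The reaction was then started with 50 nM substrate and read immediately and after a further 10 min at room temperature.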
# Pol eta inh: DNA polymerase eta (human) inhibition; Q9Y253; recombinant Pol eta, fluorescent DNA replication assay; Potency, µM (top dose mostly 114 µM), for the others: top-dose activity change, negative = inhibition, usual class: inhibitors; 390,000 compounds, 1.2% hits; note: potency is the fitted concentration of half-maximal effect; % is set by controls: 0 for no effect and ±100 for the full control effect
#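 Fluorescent replication assay: 50 nM final substrate added after a 15 min room-temperature compound preincubation with 10 nM enzyme. Signal taken at 0 min and again at 10 min.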
# Active calls of the source: *; i = inactive; ? = inconclusive; . = not tested or not shown; & = joins results of further samples; [ ] = remark or other dose. Unless noted, calls come from the whole dose curve; as a rule, active = well fitted curve in the direction sought with a large enough effect; inconclusive = small, poorly fitted or top-dose-only effect, or another doubt; inactive = no such curve, though single readings can be large; an effect the other way counts as inactive or inconclusive. Only part of the results is shown; count on the stated rates, not on these rows.
SMILES,Apoferritin bind,Pol kappa inh,RXFP1 antag,PGK inhibitor,APE1 inh,Pol iota inh,BLM helicase inh,POLB inh,Pol eta inh
CCOC(=O)C1=C(C)NC(=O)C(C(N)=O)C1c1ccccc1 (stereo not drawn),-9.3%,0.1%,3.9,3.8%,-6.9%,28.4%,-1.7%,62.9%,-3.4%
CC1(C)NC(=O)N(CCCOc2ccc3c(c2)CCC3)C1=O,-8.5%,-8.1%,-4.0,9.7%,-1.8%,39.3%[activator],0.0%,-1.1%,-18.3%
O=C(/C=C/Nc1ccc(S(=O)(=O)Nc2cnc3ccccc3n2)cc1)c1ccccc1,-3.9%,-13.2%,-11.8,3.6%,6.1%,33.2%[activator],2.1%,-7.9%,-19.9%
S=c1[nH]nc(-c2cc3c(s2)-c2ccccc2CC3)o1,793.2%[activator],-11.8%,16.6,2.8%,-5.0%,0.8%,-5.0%,-0.5%,-16.3%
COc1ccc(OC)c(NC(=O)CNC(=O)Cn2c(C)cc3ccccc3c2=O)c1,-3.5%,7.2%,-1.3,-10.0%,3.9%,0.9%,-2.1%,15.7%,-6.3%
CCN(C(=O)CN1C(=O)S/C(=C\c2cccc(Cl)c2)C1=O)C1CCS(=O)(=O)C1 (stereo not drawn),-20.2%,-1.2%,-22.1,5.4%,14.6%,-4.1%,-1.5%,-20.9%,-17.2%
COc1ccc(OC)c(NC(=O)CCN2CCCCCC2)c1,13.7%,0.9%,-3.6,i,-2.4%,-9.6%,1.1%,-7.8%,-11.4%
COc1ccc2nc(Nc3nc(C)c(CCC(C)C)c(=O)[nH]3)nc(C)c2c1,-6.4%,-4.6%,-4.9,4.6%,-0.3%,14.5%,1.0%,5.2%,2.2%
CC(C)CN(C(=O)CN1CCC(C)CC1)c1c(N)n(CC(C)C)c(=O)[nH]c1=O,-5.8%,-15.1%,-0.5,-1.9%,0.5%,-0.2%,-0.3%,1.9%,-10.1%
CN1\C(=C/C=C/C=C/C=[N+](C)C)C(C)(C)c2ccccc21,?,50.1µM*,-5.5,?,?,17.8µM*,28.2µM*,15.8µM*,39.8µM*
CCNC(=O)N1c2ccccc2Sc2ccccc21,-6.1%,-9.0%,-13.7,i,2.2%,0.4%,-3.4%,-22.3%,-18.7%
C=CCc1ccccc1OCCNCCCOC,-9.0%,-3.4%,.,i,4.3%,29.9%,0.6%,10.9%,-6.9%
C=C1C(=O)O[C@H]2C1CC[C@@](C)(O)C13C=CC(C)(C21)C1(C3)C(=O)O[C@@H]2C3C(C)=CCC3[C@](C)(O)C[C@H](OC(C)=O)C21 (stereo partly drawn),-2.9%,3.8%,-5.1,-5.3%,?,-9.6%,1.7%,-18.3%,-5.4%
CCOCCCNC(=O)NC(=O)CN1CCN(S(=O)(=O)c2ccc3c(c2)OCCO3)CC1,-5.2%,11.5%,4.3,-6.0%,-2.7%,3.2%,3.1%,-5.9%,-18.0%
CCc1nc(NCc2ccccn2)c2oc3ccccc3c2n1,-5.7%,0.9%,-16.9,-4.6%,-5.1%,7.5%,-3.1%,23.4%,-5.4%
O=C(NCc1ccc2c(c1)OCO2)C1CCCN1C(=O)Nc1cccc(Cl)c1 (stereo not drawn),-7.0%,-12.1%,-0.3,3.7%,-3.1%,17.9%,0.1%,7.1%,5.2%
CCOCCCNC(=O)Cn1nc(Cc2ccncc2)c2ccccc2c1=O,-7.2%,-7.4%,4.2,-9.3%,5.6%,46.7%[activator],-5.9%,33.2%,-9.3%
Cc1ccc(-c2nc3ncccn3c2NC2CCCCC2)o1,6.0%,-9.1%,-9.6,4.9%,-5.3%,10.5%,-3.6%,31.5%,-9.6%
CC1CCN(C(=O)CSc2nc3cccnc3n2C)CC1,-15.1%,5.9%,4.0,-0.6%,-0.9%,-5.6%,1.6%,34.8%,-8.8%
CCN(Cc1ccccc1)Cc1c(O)ccc2c(=O)c(-c3ccc(Cl)cc3Cl)coc12,-3.7%,3.0%,0.4,.,.,11.4%,-2.6%,5.6%,.
O=S(=O)(c1ccc2nc(-c3ccccc3)[nH]c2c1)N1CCN(c2ccc(Cl)cc2)CC1,-9.0%,-5.0%,.,i,0.1%,8.3%,-5.5%,14.9%,-0.8%
N#Cc1nc(COc2ccccc2)oc1NCCN1CCOCC1,-9.0%,-0.1%,-17.7,i,1.8%,-13.7%,-2.1%,-24.3%,-18.3%
Cc1ccc(S(=O)(=O)NCC(=O)OCc2nnc(-c3ccccc3)o2)cc1,-8.3%,-9.8%,-29.6,-8.7%,20.0%,5.9%,-1.0%,-20.5%,-21.1%
CCOC(=O)C1CCCN(c2ncnc3c2cnn3-c2ccc(OC)cc2)C1 (stereo not drawn),-5.8%,-10.1%,-5.5,-9.3%,-4.2%,-1.9%,-7.2%,-20.5%,-12.3%
CCOC(=O)c1ccc(NC(=O)c2oc3c(c2C)-c2nn(Cc4ccccc4Cl)cc2CC3)cc1,-14.2%,-13.0%,?,7.4%,.,?,-6.6%,-20.3%,-4.1%
O=c1cc(-c2ccccc2)nc(/C=C/c2ccccc2)[nH]1,-7.2%,-7.4%,-4.3,-1.2%,-1.4%,-25.1%,-4.5%,14.5%,-11.0%
CC(C)[C@H](NC(=O)C1CCN(S(=O)(=O)c2ccc(F)cc2)CC1)C(=O)NCc1ccncc1,-3.9%,-0.3%,0.1,3.8%,44.7%[activator],38.3%[activator],1.5%,24.5%,-24.7%
Cc1ccn2c(=O)cc(COc3ccc(NC(=O)C(C)(C)C)cc3)nc2c1,2.8%,-1.4%[60.1 µM],3.2,-6.5%,.,?,1.2%,-29.8%,-13.1%
Cc1nn2c3ccccc3n(CCN3CCCCC3)c2nc1=O,-6.3%,-8.5%,2.8,-12.6%,2.3%,6.6%,-3.7%,-3.3%,7.1%
Cc1ccc(-c2nc(CCNC(=O)c3ccco3)cs2)cc1,.,4.2%,9.1,-6.5%,3.6%,24.3%,.,.,1.6%
CCCNC(=O)C(=O)NCC1CCCN1CC (stereo not drawn),-3.8%,-15.3%,-3.5,-1.0%,-1.5%,136.1%[activator],-7.9%,27.8%,-14.6%
O=C(Cn1c(-c2ccccc2)noc1=O)Nc1ccc(S(=O)(=O)N2CCOCC2)cc1,-10.9%,-5.5%,7.2,-13.7%,0.8%,18.8%,-1.6%,13.2%,-17.2%
CCOc1ccccc1Nc1nnc(SCC(=O)NC2CC2)s1,.,6.7%,-7.4,-2.7%,-7.3%,15.1%,.,.,-12.0%
O=C(CN1CCOCC1)N1CCN(c2ccc([N+](=O)[O-])cc2)CC1,-5.2%,-7.0%,-0.1,4.0%,7.7%,89.3%[activator],-3.9%,-23.6%,-11.2%
COc1ccc(/C=C/c2ccc(=O)n(Cc3ccccc3)n2)cc1,-20.5%,-7.4%,?,i,-6.3%,62.6%[activator],-7.8%,-6.1%,-9.6%
CCCOC1CCCN(Cc2cn(C)nc2-c2ccccc2F)C1 (stereo not drawn),-10.5%,-7.9%,5.9,-1.5%,0.0%,-2.8%,-4.3%,0.6%,-2.6%

# Single entries from the entries so far.
# Entry of `O=c1cc(-c2ccccc2)nc(/C=C/c2ccccc2)[nH]1` under RXFP1 antag: -4.3
# Entry of `CCCNC(=O)C(=O)NCC1CCCN1CC` (stereo not drawn) under POLB inh: 27.8%

# (listing goes on)
SMILES,Apoferritin bind,Pol kappa inh,RXFP1 antag,PGK inhibitor,APE1 inh,Pol iota inh,BLM helicase inh,POLB inh,Pol eta inh
CCOc1ccc(C(=O)NCC(=O)Nc2ccncc2)cc1OCC,.,5.7%,3.0,-2.2%,52.0%[activator],-10.7%,.,.,-8.6%
CCOC(=O)c1ccc(-n2c(CCC(=O)O)ccc2-c2ccccc2)cc1,-6.9%&-4.5%,-6.3%,?,9.6%,10.5%,-25.4%&-9.4%,-5.7%&-4.2%,-1.1%&24.9%,-4.2%&-12.7%
COCCNc1nc(-c2cc(C)c(C)cc2C)cs1,?,-2.6%,-8.4,-0.2%,5.9%,18.9%,-12.4%,-0.9%,-4.1%
CCN(CC)C(=O)Cn1c(=O)c2ccccc2n2c(=S)sc(-c3cccc(C)c3)c12,-1.2%,-20.4%,3.0,-2.8%,-1.6%,16.5%,1.2%,18.7%[57.1 µM],-9.1%
O=C(COC(=O)c1ccc(CN2CCCC2=O)cc1)Nc1ccc(F)cc1,.,7.2%,1.0,-0.9%,-14.3%,-7.4%,.,.,-5.9%
COc1ccc(C(=O)N/N=C(/C)c2cccc(NC(=O)C(F)(F)F)c2)cc1,-7.7%,-1.7%,.,-10.2%,3.2%,23.4%,-0.2%,-0.2%,-2.4%
COc1ccc(C(C)=O)cc1CSCC(=O)O,-2.2%,-4.7%,-4.4,6.3%,23.3%,65.3%[activator],1.7%,7.1%,-4.5%
CCN1C(=O)c2cccc3c(NS(=O)(=O)c4ccc(NC(C)=O)cc4)ccc1c23,-6.2%,-2.6%,-18.7,-0.9%,-0.6%,9.4%,-5.6%,27.9%,-9.9%
CCOc1ccc2nc(SCc3ccccc3C#N)sc2c1,7.1%,-8.9%,6.0,-5.6%,-11.1%,4.1%,-8.6%,19.9%,-22.3%
COc1cc(/C=C/C(=O)Nc2ccc3nc4n(c(=O)c3c2)CCCC4)cc(OC)c1OC,-3.6%,-13.7%,-1.0,-9.7%,15.2%,-2.5%,-3.6%,8.5%,-31.6%
CCN(CC)c1ccc(NC(=O)Cn2nc3c(cc2=O)CCCC3)c(C)c1,-10.5%,-2.5%[60.1 µM],2.3,-3.8%,.,6.9%,-1.8%,-15.3%,-11.4%
CN(C)c1ccc(-c2nc(Nc3ccncc3)c3ccccc3n2)cc1,3.6%,-13.4%[60.1 µM],.,.,5.3%,.,-13.0%,.,.

# Given with tabs: entries from further up.
SMILES	Apoferritin bind	Pol kappa inh	RXFP1 antag	PGK inhibitor	APE1 inh	Pol iota inh	BLM helicase inh	POLB inh	Pol eta inh
COc1cc(/C=C/C(=O)Nc2ccc3nc4n(c(=O)c3c2)CCCC4)cc(OC)c1OC	-3.6%	-13.7%	-1.0	-9.7%	15.2%	-2.5%	-3.6%	8.5%	-31.6%
CCOc1ccc(C(=O)NCC(=O)Nc2ccncc2)cc1OCC	.	5.7%	3.0	-2.2%	52.0%[activator]	-10.7%	.	.	-8.6%
